GSIS activator: primary screen for activators of insulin secretion dependent on glucose, INS-1E cells, GLuc reporter luminescence; INS-1E GLuc reporter insulin secretion, 2-3 h; activation, % at 16.6 µM; actives 0.61% (n = 370,000);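 active means lowest replicate activation of at least 40%, so every replicate reaches that level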;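 further: 0% = median of neutral control wells and 100% = median of IBMX positive control wells; some compounds called inactive have numbers as strong as hits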
RAD54 inh: blocks human RAD54 Holliday junction branch migration | Q92698 | FAM/BHQ fluorescence | inhibition, % at 10.4 µM | actives 0.14% (n = 360,000);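 active means mean normalized replicate activity at least 40 and at least half of replicates scoring 40 or more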;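 further: 0% = median of neutral control wells and 100% = median of positive control wells; inhibitors cause a drop in the FAM fluorescence signal; in these data hits start at about 50%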
Target sequence (Q92698 whole entry, looked up): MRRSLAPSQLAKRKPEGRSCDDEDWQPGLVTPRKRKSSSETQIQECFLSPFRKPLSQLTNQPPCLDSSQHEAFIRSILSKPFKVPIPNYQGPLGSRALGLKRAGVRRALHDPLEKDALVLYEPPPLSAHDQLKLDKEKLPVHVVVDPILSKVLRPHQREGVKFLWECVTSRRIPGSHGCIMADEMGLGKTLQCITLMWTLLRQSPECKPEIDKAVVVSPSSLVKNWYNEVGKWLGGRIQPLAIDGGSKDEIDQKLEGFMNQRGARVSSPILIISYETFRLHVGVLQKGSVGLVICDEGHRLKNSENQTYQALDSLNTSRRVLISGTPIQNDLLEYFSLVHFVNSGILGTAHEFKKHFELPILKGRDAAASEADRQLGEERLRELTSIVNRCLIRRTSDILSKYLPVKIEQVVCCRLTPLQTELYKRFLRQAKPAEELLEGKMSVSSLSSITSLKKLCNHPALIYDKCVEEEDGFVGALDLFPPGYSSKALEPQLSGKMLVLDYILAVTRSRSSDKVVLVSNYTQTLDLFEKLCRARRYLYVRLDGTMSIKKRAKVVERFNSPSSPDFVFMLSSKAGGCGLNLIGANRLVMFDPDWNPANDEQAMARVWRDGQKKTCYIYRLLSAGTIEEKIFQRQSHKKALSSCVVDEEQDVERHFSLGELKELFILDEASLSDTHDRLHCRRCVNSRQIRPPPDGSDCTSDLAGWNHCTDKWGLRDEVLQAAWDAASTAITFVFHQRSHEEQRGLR
Numbers without * were called inactive. These rows are one share of the data; rates above refer to the full screens.

smiles,GSIS activator,RAD54 inh
CC(=O)c1cccc(NC(=O)c2ccc(N(Cc3ccccc3C)S(C)(=O)=O)cc2)c1,-1.8,4.5
Cc1ccc(-n2cc(C(C)(C)C)[nH]c2=S)cc1,-11.2,-4.3
Clc1ccc(CSc2cc3c(nn2)-c2ccccc2CC3)cc1Cl,-17.0,1.7
COc1ccc(NC(=O)CN(c2ccccc2)S(=O)(=O)N(C)C)cc1OC,14.4,0.5
CC(O)CNc1nc2c(c(=O)n(C)c(=O)n2C)n1Cc1cccc(C(F)(F)F)c1 (configuration not stated),-2.1,2.1
O=S(=O)(Nc1ccccc1)c1ccc(Oc2ncc(C(F)(F)F)cc2Cl)cc1,-18.7,-1.3
CCN(CCCNC(=O)c1c(C)cc(=O)oc1C)c1cccc(C)c1,-9.6,3.3
Cc1cccc(C)c1NC(=O)N1C(C(=O)O)CSC1C(=O)O (configuration not stated),19.0,-6.3
CCOC(=O)CSc1nc2c(c(=O)[nH]c(=O)n2C)n1CCc1ccccc1,2.7,-7.5
COCCn1cnc2c1c(=O)n(CC(=O)Nc1cc(C)on1)c(=O)n2Cc1ccccc1,4.2,2.0
C=CCn1c(SC2CCOC2=O)nc2sc(CC)cc2c1=O (configuration not stated),58.6*,-7.3
CCOC(=O)C(NC(=O)c1ccc(OC)cc1)(N1CCOCC1)C(F)(F)F (configuration not stated),14.0,0.9
CCn1c(=O)cc(SCC(=O)NCc2cccnc2)c2ccccc21,29.6,0.5
O=C(COc1ccc(S(=O)(=O)N2CCCC2)cc1Cl)NC1CCCC1,18.6,9.8
O=C(Nc1ccc(NC(=O)c2ccco2)cc1)c1ccc2c(c1)OCO2,6.5,-9.0
O=C1N=C2SCCN2/C1=C\c1c(Cl)cccc1Cl,-32.6,5.7
CCOC(=O)CSc1nnnn1-c1cc(OC)c(Cl)cc1OC,2.7,-14.2
COc1cc(CN2CCN(C(=O)CC(C)C)CC2)cc(OC)c1O,5.6,8.0
O=S(=O)(c1ccc(OCC(O)CN2CCN(c3ccccc3Cl)CC2)cc1)N1CCOCC1 (configuration not stated),-21.4,-4.3
CCOc1ccc(OCC(=O)N2CCOCC2)cc1,5.0,3.0

Sorted by the number under GSIS activator (largest number first): three from the list above
Structure | GSIS activator
Cc1cccc(C)c1NC(=O)N1C(C(=O)O)CSC1C(=O)O (configuration not stated) | 19.0
Clc1ccc(CSc2cc3c(nn2)-c2ccccc2CC3)cc1Cl | -17.0
O=C1N=C2SCCN2/C1=C\c1c(Cl)cccc1Cl | -32.6

(list continues)
smiles,GSIS activator,RAD54 inh
CCC(CC)c1nc(NCCC(=O)O)c2ccccc2n1,1.9,-2.3
CC1CCCCN1CCNC(=O)C1CCN(S(=O)(=O)N2CCCCC2)CC1 (configuration not stated),8.3,-1.0
CCC(=O)N1CCc2cc(S(=O)(=O)CCC(=O)O)ccc21,21.4,-9.4
CC(=O)c1ccccc1NS(=O)(=O)c1c(C)nn(-c2ccccc2)c1C,3.3,-8.2
O=C(CNCC1CCCO1)Nc1ccc(N2CCCCCC2)cc1 (configuration not stated),-17.0,1.9
CC(C)NC(=O)c1ccc(-c2cccc(C(F)(F)F)c2)o1,6.7,-9.7
CC(C)C(=O)Nc1ccc(-c2nc3cccnc3o2)cc1,12.8,-2.8
CCN(CC)C(=O)CSc1nnc([C@@H](N)Cc2ccccc2)o1,8.7,-6.5
Cc1ccc(NC(=S)NC(NC(=O)c2ccccc2)C(Cl)(Cl)Cl)c(C)c1 (configuration not stated),-30.7,-6.9
O=C(NCCc1ccccc1)C1CCN(S(=O)(=O)N2CCC3(CC2)OCCO3)CC1,-1.2,-5.5
COC(=O)C1C(O)=C(C=NC2CCCCC2)C(=O)CC1(C)C (configuration not stated),3.4,-2.6
Cc1cc(NC(=O)CSc2nc3ccsc3c(=O)n2NC(=O)c2ccccc2)no1,-3.3,2.0
Cc1cccc2c1OCC/C2=N\NC(=O)COc1ccccc1Cl,1.5,1.9
COc1ccccc1OC(=O)CN1C(=O)c2ccccc2C1=O,8.5,2.5
Cc1cccc(N2C(=O)CC(Sc3nc(C)c4c(n3)CCCC4)C2=O)c1 (configuration not stated),-0.3,6.0
COc1ccc(-c2nnc(-c3cccnc3)o2)cc1OC,41.0,10.8
CC(=O)C(=[N+]=[N-])C(=O)NCc1ccccc1,5.5,1.7
CCOC(=O)c1c(-c2ccccc2)n(C)c2ccc(O)cc12,15.8,3.4
COc1ccc(CCNS(=O)(=O)c2ccc(N3CCCC3=O)cc2)cc1,-8.2,0.0
COc1ccc(-c2nc3n(n2)C(c2cccnc2)C(C(N)=O)=C(C)N3)cc1 (configuration not stated),3.8,0.8

Compound profiles, as listed above. Order of screens: GSIS activator | RAD54 inh
CCC(CC)c1nc(NCCC(=O)O)c2ccccc2n1 as listed: 1.9 | -2.3
Cc1cccc(N2C(=O)CC(Sc3nc(C)c4c(n3)CCCC4)C2=O)c1 (configuration not stated) as listed: -0.3 | 6.0
CCN(CC)C(=O)CSc1nnc([C@@H](N)Cc2ccccc2)o1 as listed: 8.7 | -6.5
O=C(NCCc1ccccc1)C1CCN(S(=O)(=O)N2CCC3(CC2)OCCO3)CC1 as listed: -1.2 | -5.5
COc1ccc(-c2nnc(-c3cccnc3)o2)cc1OC as listed: 41.0 | 10.8

More results follow.
smiles,GSIS activator,RAD54 inh
CCC(=O)Nc1ccc(OC)cc1OC,23.6,0.3
CCOC(=O)C1CCCN(S(=O)(=O)c2ccc(Br)s2)C1 (configuration not stated),-19.9,3.4
CCOC(=O)CC1C(=O)NCCN1C(=O)NC1CCCCC1 (configuration not stated),-3.1,4.4
Cc1c(NC(=O)c2c(NC(=O)CNC3CC3)sc3c2CCCC3)c(=O)n(-c2ccccc2)n1C,-7.1,6.6
O=C(CCNc1cccc(Cl)c1)c1ccco1,5.8,1.8
Cc1cc(C)c2c(n1)nn1c(N3CCN(Cc4ccccc4)CC3)cc(C)nc21,23.0,13.9
COc1ccc(NC(=O)N2CCN(c3cccc(C(F)(F)F)c3)CC2)cc1OC,-28.2,4.0
CCSc1nnc(NC(=O)c2nc(-c3ccccc3)n(-c3ccccc3)n2)s1,-4.6,-9.2
Cc1nnc2sc(SCC(=O)Nc3nccs3)nn2c1=O,7.8,1.1
COc1ccccc1C(=O)NCCc1nc2ccccc2[nH]1,9.8,-12.6
Cc1ccccc1NC(=O)CSc1nc(COc2ccccc2)nc2ccccc12,-18.6,-4.1
O=C(NCc1ccco1)Oc1ccccc1,-6.9,1.2
Cc1ccc(/C=C/C(O)=C2/C(=O)N(C)C3(C)CC2c2ccccc2O3)cc1 (configuration not stated),-34.2,-0.8
c1nnc(NC2=NCCC2)s1,6.6,-0.1
CCN1CCN(S(=O)(=O)c2ccc(OC)c(Br)c2)CC1,26.0,3.4
O=C(NCCc1ccccc1)c1nc2nc(-c3cccs3)cc(C(F)(F)F)n2n1,7.5,9.5
Cn1nc([N+](=O)[O-])nc1Oc1ccc2ccccc2c1,5.5,2.6
CC1CCCCC1N=CC1=C(O)CC(C)(C)CC1=O (configuration not stated),13.1,-3.0
Cn1cccc1Cc1nnc(SCC(=O)N2CCN(c3ccccc3)CC2)n1-c1ccc(F)cc1,-18.2,4.4
c1ccc(Cn2nnc3c(N4CCc5ccccc5C4)ncnc32)cc1,-18.3,8.6
Cc1ccc(-c2nnc(SCC(=O)Nc3ccc4c(c3)OCCO4)n2N)cc1,15.2,6.7
CCSc1nc2ccccc2n1CC(N)=O,7.2,-4.0
Cc1cc(C)n(C(=O)c2ccc(C)c(S(=O)(=O)N3CCCCC3)c2)n1,40.9,-10.5
CCC(CC)=NNC(=O)c1ccccc1OCc1ccc(F)cc1,19.5,-2.9
COCCNC(=O)Nc1ccc2c(c1)N(C)C(=O)CS2,5.7,-14.1
CCCCC(=O)Nc1cccc(NC(=O)c2ccc(Br)cc2)c1,9.2,9.2
CCN(CC)CCNc1nc2cc(OC)c(OC)cc2c2nc(-c3ccccc3)nn12,10.4,106.0*
Cc1cccc(-c2noc(CCC(=O)NCC3CCCO3)n2)c1 (configuration not stated),19.2,-0.2
CC(=O)c1cnc2cc(-c3ccc(Cl)cc3)nn2c1C,35.4,-8.0
O=C(CSc1ccccc1)Nc1ccc(N2CCN(c3ccccc3)CC2)c(F)c1,-0.8,8.9
C1=CC2CC1CC2CN1CCN(Cc2ccccc2)CC1 (configuration not stated),10.9,7.9
Nc1nc2c(c3c1c(=O)oc1ccccc13)CCCCC2,38.0,4.3
Cc1ccc(OCCCSc2ncccn2)cc1C,-12.3,-3.2
O=C(CCN1CCN(CC(=O)Nc2ccccc2F)CC1)Nc1ccccc1F,-7.9,4.4
Cc1cc(C(=O)Nc2sc3c(c2C#N)CCC(C(C)(C)C)C3)no1 (configuration not stated),16.5,2.1
CCOC(=O)c1cccnc1SCC(=O)NCc1ccccc1,2.3,-26.1
Cc1ccc(S(=O)(=O)c2nc(NCc3ccc4c(c3)OCO4)sc2Cl)cc1,-15.0,-14.5
CCCCNC(=S)NNC(=O)CCn1nc(C)c(Br)c1C,-7.1,-5.4
CC(=O)Nc1ccc(S(=O)(=O)NCCc2ccccc2)cc1,4.8,4.2
COc1ccc(Oc2nc(SC)nc3ccccc23)cc1,15.4,-1.0
COCCN1CCN(c2cc(-c3ccccc3)nc3cc(-c4cccc(F)c4)nn23)CC1,-26.8,-4.5
CCCC(=O)NC(=S)Nc1c(C)cc(Br)cc1C,7.4,-3.2
O=C(O)CCC(=O)N1CCc2cc(S(=O)(=O)NCc3cccs3)ccc21,3.2,2.4
CCOc1ccc(C(C)=O)cc1COc1ccc(-n2cnnn2)cc1,15.3,-5.6
CCCCCn1c(=O)c(Cc2ccccc2)c(O)c2ccccc21,31.9,-4.9
CCOc1ccc2nc(NC(=O)CN3CCN(C)CC3)sc2c1,-3.2,5.0
COC(=O)c1sc2nc(-c3ccccc3)nc(N3CCN(C)CC3)c2c1C,-10.6,4.4
CCOC(=O)N1CCN(C(=O)CSc2nnc(-c3ccccc3OC)o2)CC1,7.9,-1.2
CCSc1nnc(NC(=O)c2c(-c3ccccc3Cl)noc2C)s1,2.2,9.0
Cc1nnc(SCC(=O)Nc2ccc3c(c2)OCCO3)n1N,8.5,-9.2
CC1CCC(NC(=O)c2ccc(N3CCCC3=O)cc2)CC1 (configuration not stated),-4.7,-6.7
CCOc1ccc(Nc2nc(CC(=O)OC)cc(=O)[nH]2)cc1,13.8,2.7
CCOC(=O)c1cccc(NC(=O)CSc2nnc(C3CCCCC3)n2C)c1,-2.2,-3.9
NC1=C(c2ccc(F)cc2)C(=O)CS1,-10.0,-1.3
CCN(CC)S(=O)(=O)c1ccc(O)c(C(=O)OCC(=O)N(C)Cc2ccccc2)c1,-15.2,-8.8
Cc1cc(C)cc(OCC(=O)NNC(=O)c2ccoc2C)c1,17.4,-10.7
CCOc1ccc2[nH]c(C)c(CN3CCN(CC)CC3)c(=O)c2c1,19.1,6.7
CCCc1cc(-c2[nH]ncc2-c2ccc(C(=O)OCC)o2)c(O)cc1O,-2.2,6.8
CCOC(=O)c1[nH]c(C)c(C(=O)Nc2ccc(C)c(Cl)c2)c1C,-36.1,-1.3
Cc1ccc(NC(=O)N/C=C/c2ccc(Cl)cc2)cc1,-4.0,-5.2

Next compounds follow.
smiles,GSIS activator,RAD54 inh
O=C1N/C(=N/c2ccccn2)SC1Cc1ccccc1 (configuration not stated),-10.4,-12.0
CCOC(=O)c1c(C)sc2c1N(C(=O)CN1CCOCC1)c1cc(Cl)ccc1S2,5.3,1.6
Cc1ccc(C)c(-c2cc(C(=O)Nc3sc(C)c(C)c3C(N)=O)c3ccccc3n2)c1,6.8,-10.4
O=C(NC(=O)c1ccc(Cl)cc1)OC1CCCCC1,6.1,-3.9
COc1ccc(S(=O)(=O)CCC(=O)NCCc2ccc(C)cc2)cc1,8.6,9.7
Cc1sc2nc(CSc3nnc(Cc4cccs4)n3C3CCCCC3)[nH]c(=O)c2c1C,-18.7,-25.9
Nn1c(SCC(=O)Nc2ccc(S(=O)(=O)N3CCCC3)cc2)nnc1C(F)(F)F,5.0,-0.3
CN(C)CCOCCSc1ccc(Cl)cc1,19.7,3.2
COc1ccc(CCNC(=O)COc2ccc(S(=O)(=O)NC3CCCCC3)cc2Cl)cc1,-19.1,1.4
N/C(=N\c1nc2ccccc2o1)NC(=O)c1ccccc1F,11.3,-9.0
CC1(C)CC(=O)C=C(Nc2ccc(OCC(F)(F)C(F)F)cc2)C1,-2.2,1.4
Cc1ccc(-n2nc(C)cc2NC(=O)c2ccc(C)s2)cc1,16.1,6.7
CCOC(=O)C1=C(O)C(=O)NC(c2ccccc2)=C(OCC)C1,11.3,1.8
Cc1cccc(-c2nnc3sc(-c4ccccc4C)nn23)c1,-19.4,-2.6
O=c1ccc2cc(S(=O)(=O)N3CCN(c4ccccc4)CC3)ccc2o1,3.7,3.5

Screening data deposited in PubChem BioAssay by Broad Institute.
